COUP-TFII inh: blocks human COUP-TFII nuclear receptor | HEK293T NGFI-A luciferase reporter, luminescence | P24468 | hit rate 0.7% among 370,000 | inhibition, % at 8.6 µM;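 active = inhibition above a per-plate cutoff, mean inhibition of test wells between control levels plus 3 SD, cut at about 38% in these data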;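 also: cells cotransfected with COUP-TFII expression vector driving the NGFI-A reporter; 0% = median of COUP-TF2 test wells and 100% = reporter-only cells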
LMP1 NFkB inh: reduces LMP1-driven NF-kappaB luciferase signal | hit rate 0.69% among 350,000 | LMP1-induced NF-kappaB luciferase reporter cells, luminescence | inhibition, % at 12.5 µM | AID 504558; in the data active = inhibition above about 41%;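 also: 0% = neutral control wells and 100% = reference inhibitor control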
NOD2-RIPK2 inh: blocks binding of human NOD2 to RIPK2; hit rate 0.38% among 360,000; inhibition, % at 4.98 µM; AID 624267; CHO BLA complementation NOD2-RIPK2, CCF4 ratio; in the data active = inhibition above about 21%;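 also: 0% = vehicle only and 100% = reference blocker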
TLR9-MyD88 block: inhibitors of human TLR9-MyD88 binding. hit rate 0.21% among 340,000. CHO BLA complementation TLR9-MyD88, CCF4 FRET ratio. inhibition, % at 4.98 µM;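 active = inhibition above the mean over all tested compounds plus 3 SD, cut at about 21% in these data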;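 also: 0% = DMSO only wells and 100% = clavulanate BLA inhibitor control wells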
Target sequence (Q99836 whole entry, looked up): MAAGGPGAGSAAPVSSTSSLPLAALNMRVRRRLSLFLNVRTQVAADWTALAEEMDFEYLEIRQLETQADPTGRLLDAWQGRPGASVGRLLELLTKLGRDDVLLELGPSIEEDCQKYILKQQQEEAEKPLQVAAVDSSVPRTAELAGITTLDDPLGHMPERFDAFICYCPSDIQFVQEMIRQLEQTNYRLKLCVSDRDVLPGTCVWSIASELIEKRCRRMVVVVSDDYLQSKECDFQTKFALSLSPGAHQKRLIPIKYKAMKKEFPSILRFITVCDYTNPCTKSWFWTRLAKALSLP
Target sequence (Q9NR96 whole entry, looked up): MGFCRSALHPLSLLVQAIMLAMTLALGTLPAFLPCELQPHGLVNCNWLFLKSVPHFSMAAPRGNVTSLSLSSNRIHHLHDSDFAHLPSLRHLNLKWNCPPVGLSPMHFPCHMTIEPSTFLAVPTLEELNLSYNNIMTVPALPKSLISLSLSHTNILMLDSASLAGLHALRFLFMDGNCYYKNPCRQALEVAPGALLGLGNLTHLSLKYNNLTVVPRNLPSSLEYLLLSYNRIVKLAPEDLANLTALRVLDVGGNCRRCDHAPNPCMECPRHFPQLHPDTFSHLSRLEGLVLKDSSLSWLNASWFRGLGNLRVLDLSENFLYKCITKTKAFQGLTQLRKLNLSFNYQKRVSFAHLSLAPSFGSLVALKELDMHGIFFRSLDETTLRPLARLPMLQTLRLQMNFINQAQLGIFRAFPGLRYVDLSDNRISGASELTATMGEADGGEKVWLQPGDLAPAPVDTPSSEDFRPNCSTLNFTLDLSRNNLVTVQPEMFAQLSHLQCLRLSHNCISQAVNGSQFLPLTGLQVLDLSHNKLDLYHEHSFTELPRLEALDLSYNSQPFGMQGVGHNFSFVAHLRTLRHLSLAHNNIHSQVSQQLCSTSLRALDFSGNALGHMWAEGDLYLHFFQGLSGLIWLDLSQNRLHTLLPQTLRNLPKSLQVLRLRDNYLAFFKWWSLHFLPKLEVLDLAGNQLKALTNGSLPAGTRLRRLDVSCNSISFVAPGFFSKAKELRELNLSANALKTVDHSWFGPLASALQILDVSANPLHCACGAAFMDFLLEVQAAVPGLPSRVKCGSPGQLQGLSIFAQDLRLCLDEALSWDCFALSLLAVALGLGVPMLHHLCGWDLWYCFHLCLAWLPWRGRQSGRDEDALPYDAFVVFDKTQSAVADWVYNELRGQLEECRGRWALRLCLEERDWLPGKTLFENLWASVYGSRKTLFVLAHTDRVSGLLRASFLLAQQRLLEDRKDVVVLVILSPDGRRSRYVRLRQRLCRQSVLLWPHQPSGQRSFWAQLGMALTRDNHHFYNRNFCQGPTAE
TWEAK-Fn14 inh: blocks TWEAK-Fn14 interaction in a reporter cell assay; TWEAK-stimulated Fn14 reporter cells, luciferase luminescence, 8 h; hit rate 2% among 360,000; inhibition, % at 10 µM; AID 1159606; in the data active = inhibition above about 50%
TROY NFkB inh: inhibitors of TROY-dependent NF-kB signaling | AID 1347056 | inhibition, % at 10 µM | hit rate 0.98% among 360,000 | Q293 LMP1-TROYcd NF-kB luciferase reporter, 4 h;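 active = compounds whose plate-normalised and pattern-corrected inhibition of the luciferase reporter signal at the single screening dose is 50% or more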
SRC3 inh: inhibitors of human steroid receptor coactivator 3 (SRC3) | Q9Y6Q9 | HEK293 GAL4-SRC3 luciferase reporter, luminescence | inhibition, % at 3.6 µM | hit rate 0.17% among 360,000 | AID 588352;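 active = inhibition above a per-campaign cutoff, the mean of all compounds plus 3 SD, cut at about 60% in these data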;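 also: 0% = DMSO-treated cells and 100% = gossypol-treated cells at 36 µM; higher means less SRC3-driven luciferase light from the GAL4 reporter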
C8 TRAIL sens: sensitizes caspase-8 expressing cells to TRAIL; NB7+C8 cells + TRAIL, ATPlite viability luminescence; inhibition (viability loss, TRAIL sensitization), % at 10 µM; hit rate 1% among 360,000;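 active = compounds causing at least 50% loss of cell viability in the single-dose screen, relative to plate controls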
SRC1 inh: inhibits human SRC1 coactivator; Q15788; HEK293 GAL4-SRC1 luciferase reporter, luminescence; inhibition, % at 3.6 µM; hit rate 0.12% among 360,000;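 active = inhibition above the campaign mean plus 3 SD, with each screening campaign given its own cutoff, cut at about 60% in these data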;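 also: 0% = DMSO treated cells and 100% = gossypol at 36 µM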
NCOA2 inhibitor: human SRC2 (NCOA2) inhibition; Q15596; HEK293 GAL4-SRC2 luciferase reporter, luminescence; inhibition, % at 9 µM; hit rate 0.17% among 370,000; AID 651957;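 active = inhibition above the mean inhibition of all tested compounds plus 3 SD, set per campaign, cut at about 52% in these data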;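 also: 0% = DMSO treated cells and 100% = cells given Gossypol at 36 µM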
LRH-1 inv ag: suppresses constitutive activity of human LRH-1; hit rate 0.13% among 360,000; inhibition, % at 3.6 µM; O00482; AID 602396; HEK293T StAR-luciferase reporter, LRH-1 transfected, 24 h;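 active = inhibition above the mean inhibition of all tested compounds plus 3 SD, cut at about 73% in these data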;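 also: 0% = DMSO wells and 100% = reporter-only cells lacking LRH-1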
* marks the source's active call; other numbers are inactive results; nt = not tested or not shown.

SMILES	COUP-TFII inh	LMP1 NFkB inh	NOD2-RIPK2 inh	TLR9-MyD88 block	TWEAK-Fn14 inh	TROY NFkB inh	SRC3 inh	C8 TRAIL sens	SRC1 inh	NCOA2 inhibitor	LRH-1 inv ag
Cc1cc(C)c(C(=O)N2CCC(N3CCC(C(=O)NC(C)C)CC3)CC2)o1	9	-3	2	-7	10	-4	12	2	14	-31	1
CC(C)(C)NC(=O)C(CCc1ccccc1)n1c(=O)c(-c2cc3ccccc3[nH]2)nc2ccccc21 (stereo not drawn)	11	nt	44*	nt	nt	nt	nt	8	nt	-40	13
COCCN(CC(=O)NC1CCCCC1)C(=O)/C=C/C(=O)c1ccc(OC)cc1O	19	17	50*	21	74*	58*	0	15	-61	-29	5
CC(C)n1nnnc1SCC(=O)NCc1ccco1	-14	-4	10	1	-2	-14	14	-7	3	-44	7
CCCCN1CC(N2CCN(C3CCN(C)CC3)CC2)CS1(=O)=O (stereo not drawn)	10	nt	-5	nt	-3	10	18	3	1	-24	-1
CSc1cccc(NC(=O)COc2cccc3ccccc23)c1	4	-11	-3	-3	-26	-2	2	-21	-7	3	-10
O=C(CN(C(=O)CCC(=O)Nc1ccccn1)c1ccc2c(c1)OCO2)NCc1ccco1	-18	0	4	-6	-20	26	16	-14	-4	-33	-9
O=S(=O)(c1ccc(F)cc1)N1CCN(CC(O)COCC2CCCO2)CC1 (stereo not drawn)	6	-4	4	1	-2	-2	-24	-1	0	-13	1
CC1CCCN(S(=O)(=O)CCNC(=O)c2ccccc2)C1 (stereo not drawn)	1	4	-8	-2	1	-6	18	-11	-31	-18	-22
NC1=NC(=O)/C(=C/c2ccc(Cl)cc2Cl)S1	2	1	-8	-5	-40	-35	10	-4	11	8	-4
CCOc1ccccc1C(=O)N/N=C/c1coc2ccc(C)cc2c1=O	21	-8	2	-7	18	28	10	-17	-1	16	24
CCOC(=O)C1CCCN(C(=O)C(CCSC)NC(=O)COc2ccccc2)C1 (stereo not drawn)	10	-8	5	3	7	-1	-8	-17	-27	-12	-20

3 records drawn at random from those above:
SMILES	COUP-TFII inh	LMP1 NFkB inh	NOD2-RIPK2 inh	TLR9-MyD88 block	TWEAK-Fn14 inh	TROY NFkB inh	SRC3 inh	C8 TRAIL sens	SRC1 inh	NCOA2 inhibitor	LRH-1 inv ag
O=C(CN(C(=O)CCC(=O)Nc1ccccn1)c1ccc2c(c1)OCO2)NCc1ccco1	-18	0	4	-6	-20	26	16	-14	-4	-33	-9
CCOC(=O)C1CCCN(C(=O)C(CCSC)NC(=O)COc2ccccc2)C1 (stereo not drawn)	10	-8	5	3	7	-1	-8	-17	-27	-12	-20
O=S(=O)(c1ccc(F)cc1)N1CCN(CC(O)COCC2CCCO2)CC1 (stereo not drawn)	6	-4	4	1	-2	-2	-24	-1	0	-13	1

Profiles as entered above. Values in the order: COUP-TFII inh, LMP1 NFkB inh, NOD2-RIPK2 inh, TLR9-MyD88 block, TWEAK-Fn14 inh, TROY NFkB inh, SRC3 inh, C8 TRAIL sens, SRC1 inh, NCOA2 inhibitor, LRH-1 inv ag
`CC1CCCN(S(=O)(=O)CCNC(=O)c2ccccc2)C1` (stereo not drawn) is listed as 1, 4, -8, -2, 1, -6, 18, -11, -31, -18, -22
`CCOC(=O)C1CCCN(C(=O)C(CCSC)NC(=O)COc2ccccc2)C1` (stereo not drawn) is listed as 10, -8, 5, 3, 7, -1, -8, -17, -27, -12, -20

Next results follow:
SMILES	COUP-TFII inh	LMP1 NFkB inh	NOD2-RIPK2 inh	TLR9-MyD88 block	TWEAK-Fn14 inh	TROY NFkB inh	SRC3 inh	C8 TRAIL sens	SRC1 inh	NCOA2 inhibitor	LRH-1 inv ag
CN1C(=O)/C(=C/c2ccc(OCc3ccc(F)cc3)cc2)N(C)C1=S	9	10	-23	12	13	-49	-4	-13	-17	-14	12
O=C(NCCC1=CCCCC1)c1coc(=O)c(Br)c1	-13	-53	-4	-2	92*	9	-22	53*	-27	-25	-23
Cc1c(C(=O)NCCNc2ncc(C(F)(F)F)cc2Cl)cccc1[N+](=O)[O-]	7	4	-5	-3	-6	-4	5	-4	2	-13	3
CCN(CC)c1ccc(CN2CCC(C(=O)NCc3ccc(C)cc3)CC2)cc1	15	-3	0	6	1	2	15	2	-10	5	-21
COc1cc(NC(=O)Cc2nn(C)c(=O)c3ccccc23)cc(OC)c1OC	nt	5	-4	-5	-5	5	23	11	5	nt	17
O=C(CCCOc1ccc(Cl)cc1Cl)N/N=C\C1CCCCC1	-6	-10	-10	-2	-6	-2	6	-4	-2	4	30
CCOC(=O)C1CCN(C(=O)CSc2c3c(nc4ccccc24)CCC3)CC1	-16	-9	6	-3	6	19	1	22	2	6	20
O=C1C2C3C=CC(C3)C2C(=O)N1c1ccc2c(c1)OCO2 (stereo not drawn)	-14	-5	-15	-12	-41	-7	-11	16	-25	-2	-16
O=C(/C=C/c1cccc(Cl)c1)NNC(=O)c1ccncc1	-1	11	-22	3	0	-4	31	20	8	-13	16
Cc1cc(C(=O)OCC(=O)N2CC(C)OC(C)C2)c(C)n1-c1ccccc1 (stereo not drawn)	-1	7	0	6	-4	-3	13	-1	25	23	19
Cc1ccc(/C=C/C(=O)O)cc1S(=O)(=O)NCc1ccco1	-26	-4	8	0	7	-24	-2	-6	1	-8	-6
O=c1[nH]n(-c2ccccn2)c(=O)c2ccccc12	-36	2	6	0	-12	-15	-41	-1	-36	-39	-59
Cc1cc(C)n(CCNCc2c(C(=O)N3C[C@@H](C)O[C@@H](C)C3)nc3ccc(Cl)cn23)n1	-41	3	-3	-7	-4	1	-11	-2	0	19	17
O=C(O)CCn1c2ccccc2c2nc3ccccc3nc21	-14	-16	9	-1	-32	-47	-38	-6	-24	-19	-39
COc1ccccc1CCC(=O)OCC(=O)Nc1cccc(S(=O)(=O)N2CCOCC2)c1	12	6	-6	-7	-14	3	-13	-3	0	4	8
Cn1c(SCC(=O)Nc2ccccc2)nc(O)cc1=O	7	4	-1	-2	-7	-37	-2	-9	2	-14	2
Cc1ccc(S(=O)(=O)Nc2ccncc2)c(C)c1	-8	-1	-7	11	0	4	-40	-2	-2	-20	15
Cc1cc(C)nc(SCC(=O)O)n1	-15	-7	-4	11	14	-1	13	-4	-26	18	5
CCC(C)(C)NC(=O)c1ccc(S(=O)(=O)N(C)c2ccccc2OC)cc1	6	-6	-1	-8	-7	2	-4	1	-13	0	12
COc1cccc(COC(=O)C2CCN(C(=O)c3ccc(F)cc3)CC2)c1OC	-16	6	-1	-2	6	15	9	-8	-12	1	13
CCn1c(C)cc(C(=O)CSc2nnc(C3CC3)n2C2CC2)c1C	-22	-3	4	-5	-8	4	8	-3	-6	7	10
COCCNC(=O)C(c1ccc(C)cc1)N(C(=O)CCC(=O)Nc1ccccn1)c1ccccc1C (stereo not drawn)	7	-1	-1	-1	8	-7	4	-11	6	27	13
CC1C(=O)CC(c2ccc([N+](=O)[O-])cc2)NC1c1ccc([N+](=O)[O-])cc1 (stereo not drawn)	12	2	-1	-1	-18	-4	16	6	-9	11	-4
O=C(NCCc1ccc(Cl)cc1)C12CC3CC(CC(O)(C3)C1)C2	-11	58*	-3	-3	-3	-12	-10	-4	-17	-9	-21
CN(C)S(=O)(=O)c1cccc(NC(=S)N2CCc3ccccc32)c1	11	2	-2	3	20	-17	8	-1	11	2	5
N#Cc1ccc(CSc2nnc3[nH]c(=O)cc(N)n23)cc1	-9	6	-4	-1	-20	0	13	6	23	-15	4
CC1(C(=O)NS(=O)(=O)c2cccc(OC(F)F)c2)CCN1C(=O)c1cccc(F)c1 (stereo not drawn)	17	nt	2	nt	0	7	-1	-12	1	11	-6
CCOC(=O)c1cnc2ccccc2c1NCCO	20	-2	-5	0	20	-8	0	-6	-6	-3	-3
CCOc1ccccc1-n1nnnc1SCC(=O)N1CCCC1=O	16	3	-7	-6	-1	16	-2	-2	5	-4	2
COC(=O)c1c(NC(=O)c2ccco2)sc(C)c1C	15	-1	6	-12	0	-17	1	0	-13	1	25
CC(C)N1CCC(NC(=O)NC2CCCCC2)CC1	-7	4	4	-7	6	-16	7	0	4	-19	-4
O=C(O)c1cc2cc(Cl)ccc2oc1=O	18	-2	-3	-3	24	11	16	-2	-9	-34	-13
CCn1c(-c2ccccc2SC)n[nH]c1=S	5	-12	7	-15	-17	1	-22	2	7	-2	-3
COc1ccccc1NC(=O)CSc1ccc(-c2ccc(-n3ccnc3)cc2)nn1	4	4	2	-2	0	7	7	51*	-38	-25	2
C=CCNc1nc(C)c(CNc2c(C)cc(C)cc2C)nc1C#N	15	7	-7	0	10	27	-10	3	3	-7	-14

Four of the compounds above, with two lines to a compound:
Every second line gives: COUP-TFII inh | LMP1 NFkB inh | NOD2-RIPK2 inh | TLR9-MyD88 block | TWEAK-Fn14 inh | TROY NFkB inh | SRC3 inh | C8 TRAIL sens | SRC1 inh | NCOA2 inhibitor | LRH-1 inv ag
- O=c1[nH]n(-c2ccccn2)c(=O)c2ccccc12
  -36 | 2 | 6 | 0 | -12 | -15 | -41 | -1 | -36 | -39 | -59
- CCOC(=O)C1CCCN(C(=O)C(CCSC)NC(=O)COc2ccccc2)C1 (stereo not drawn)
  10 | -8 | 5 | 3 | 7 | -1 | -8 | -17 | -27 | -12 | -20
- N#Cc1ccc(CSc2nnc3[nH]c(=O)cc(N)n23)cc1
  -9 | 6 | -4 | -1 | -20 | 0 | 13 | 6 | 23 | -15 | 4
- CCCCN1CC(N2CCN(C3CCN(C)CC3)CC2)CS1(=O)=O (stereo not drawn)
  10 | nt | -5 | nt | -3 | 10 | 18 | 3 | 1 | -24 | -1

Some of the compounds tested; the hit share may differ from the screen's.
